RSV CPE inhibition: inhibition of RSV-induced cytopathic effect – HEp-2 cells, primary 10 µM value included (AID 2391); 0.13% of 310,000 active; CPE inhibition, % at 10 µM; hits with a dose series show IC50 in µM; HEp-2 cells, RSV-induced CPE inhibition; higher % means a stronger effect; in the data active = a potency from the dose series; inconclusive = CPE inhibition mostly from about 23% at the one dose, without a potency; inactive = the rest, 99 in 100 with CPE inhibition below about 21%; also: strong numbers were not always called active
SV40 large T antigen: SV40 large T antigen inhibitors, biochemical (AID 1903); SV40 large T antigen ATPase/helicase inhibition assay; higher % means a stronger effect; inhibition, % at 20 µM, or IC50 in µM where a hit was titrated; 0.39% of 310,000 active; in the data active = a potency from the dose series; inconclusive = inhibition mostly from about 32% at the one dose, without a potency; inactive = the rest, 99 in 100 with inhibition below about 32%; also: strong numbers were not always called active
UTI89 phage lysis: protection from phage-mediated lysis, alamar blue read-out – E. coli UTI89, K1F phage, bacterial capsule biogenesis inhibitors (AID 488966). inhibition, % at 100 µM; hits with a dose series show IC50 in µM. E. coli UTI89 K1F phage lysis, alamar blue, 2 h; higher % means a stronger effect. 0.02% of 340,000 active;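 active = phage lysis inhibition, versus mean bacterial control, above a set limit; inconclusive = no clear call, values can overlap the other calls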;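 also: capsule biogenesis inhibitors block K1F phage lysis so surviving cells raise fluorescence; higher fluorescence means more inhibition of phage lysis; actives were called in the ten point dose series up to 300 µM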
HIV peptide binding: inhibitors of HIV fusion peptide binding, primary screen, biochemical, uHTS, fluorescence dequenching (AID 1986). 0.3% of 290,000 active. cell-free peptide binding, fluorescence dequenching, 30 min; higher % means a stronger effect. one-dose inhibition, % at 20 µM; IC50 in µM for titrated hits; in the data active = inhibition mostly above about 52%, no sharp cut-off; inactive = mostly below about 76%; also: some results filed as inactive read as strong as hits
GPR35 arrestin U2OS: inhibition of zaprinast-stimulated GPR35 beta-arrestin translocation – imaging, U2OS, beta-arrestin-GFP, zaprinast agonist, primary screen (AID 2058). 0.052% of 290,000 active. one-dose inhibition, % at 10 µM; IC50 in µM for titrated hits. U2OS GPR35 beta-arrestin-GFP translocation imaging, zaprinast antagonism; higher % means a stronger effect;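 active = inhibition of at least 50% with at least 30 cells and total cytoplasm GFP at most 10,000,000; inconclusive = under 30 cells or total GFP of 10,000,000 plus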
Rac1 GTP hydrolysis: MgcRacGAP GTPase-activating activity inhibitors, confirmation, biochemical, ADP Hunter fluorescence | 0.6% of 340,000 active | inhibition, % at 30 µM; hits with a dose series show IC50 in µM | MgcRacGAP-stimulated Rac1 GTP hydrolysis, ADP Hunter fluorescence; higher % means a stronger effect; GST-tagged Rac1 F28L mutant substrate;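 active = first-screen hits whose inhibition reached a set limit at any dose in the follow-up dose series; inconclusive = inhibition above the set first-screen limit but never retested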;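 also: fluorescence reports GDP produced by GAP-driven GTP hydrolysis; strong numbers were not always called active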
GPR55 antagonists: inhibition of LPI-stimulated GPR55 beta-arrestin translocation – imaging, U2OS, beta-arrestin-GFP, LPI agonist, primary screen (AID 2013); U2OS GPR55 beta-arrestin-GFP translocation imaging, LPI antagonism; higher % means a stronger effect; one-dose inhibition, % at 10 µM; IC50 in µM for titrated hits; 0.13% of 290,000 active;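 active = spots per cell inhibited over 60%, with over 100 cells counted and total cytoplasm intensity under 500,000; inconclusive = wells with under 100 cells, flagged as likely toxic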;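 also: U2OS cells stably carrying GPR55 and arrestin-GFP stimulated by 5 µM LPI near EC80; imaged beta-arrestin-GFP aggregate spots per cell after agonist stimulation; plate controls were LPI-stimulated DMSO wells for no effect and DMSO wells without LPI for full effect; some results filed as inactive read as strong as hits; confirmed hits need IC50 under 10 µM and bright autofluorescent wells are also inconclusive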
Dengue-2 NS5 capping: Dengue-2 NS5 methyltransferase inhibitors, primary screen, biochemical, confirmation dose response (AID 588689) | one-dose inhibition, % at 25 µM; IC50 in µM for titrated hits | 0.3% of 340,000 active | Dengue-2 NS5 methyltransferase capping enzyme assay, biochemical; higher % means a stronger effect; in the data active = a potency from the dose series; inconclusive = inhibition above about 29% without an active follow-up result
Salmonella PhoP GFP: inhibitors of PhoP regulon expression, primary screen, Salmonella Typhimurium, GFP reporter (AID 1863); S. Typhimurium PhoP-regulated promoter GFP reporter, 4 h; higher % means a stronger effect; inhibition, % at 50 µM, or IC50 in µM where a hit was titrated; 0.16% of 300,000 active;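 active = inhibition over 29.93%, a cutoff 3 SD above the screen mean, later confirmed by dose response; inconclusive = inhibition over 29.93% but no dose response follow-up; inactive = inhibition at most 29.93% or unconfirmed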;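 also: 0% = low Mg2+ inducing control and 100% = high Mg2+ repressing control; strong numbers were not always called active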
Dengue-2 NS5 capping pilot replicate: second read-out of Dengue-2 NS5 capping, no call of its own (marks repeat the call); inhibition, %; measured here: pilot screen replicate inhibition
Numbers without * were called inactive; u = inconclusive; x = no result given; [ ] = dose if it differs, or a comment.

SMILES	RSV CPE inhibition	SV40 large T antigen	UTI89 phage lysis	HIV peptide binding	GPR35 arrestin U2OS	Rac1 GTP hydrolysis	GPR55 antagonists	Dengue-2 NS5 capping	Salmonella PhoP GFP	others
CC(Sc1nnc(-c2cccnc2)n1C)C(=O)N1CCOCC1 (configuration not stated)	-1.9%	11%	0.5%[50 µM]	x	x	-6%	x	-1%	6%
COc1ccc(NC(=O)COC(=O)Cc2c(F)cccc2Cl)cc1	-0.1%	4%	-0.3%	0.2%	7%	4%	0%	-5%	2%
Cc1c(Cc2ccccc2)c(=O)oc2c(CN(C)C)c(O)c(Cl)cc12	-1.5%	1%	-0.2%	5.9%	-3%	-2%	-9%	-5%	1%
O=C(O)COc1ccc(Br)cc1/C=C1/SC(=O)N(CC(=O)N2CCCC2)C1=O	0.8%	1%	0.2%	5.0%	0%	6%	2%	x	5%
Clc1ccccc1OCCn1cnc2ccccc21	17%	12%	5.4%	0.1%	-4%	5%	6%	-2%	1%
COc1cccc(Cn2c(Oc3cccc(C)c3)nc3c2c(=O)n(C)c(=O)n3C)c1	20%	2%	-0.1%	-2.5%	4%	7%	21%	-8%	3%
Cc1ccc(NC(=O)c2sccc2-n2cccc2)c(Cl)c1	1.4%	0%	-0.3%	0.7%	6%	-6%	2%	17%	-7%
Cc1ccc(S(=O)(=O)N2CCN(CC(=O)Nc3ccc4c(c3)CCC4)CC2)cc1C	19%	5%	0.8%[50 µM]	-0.1%	-4%	-12%	-3%	6%	-2%
CC1CCCC(N2C(=O)NC(NC(=O)c3ccco3)(C(F)(F)F)C2=O)C1C (configuration not stated)	1.2%	1%	2.0%	3.6%	-7%	11%	-3%	-2%	6%
COC(=O)C1=C(C)N(C)C(=O)NC1c1ccc(C)cc1 (configuration not stated)	1.0%	22%	0.1%	14%	-7%	7%	1%	-1%	-3%
N#CCC(=O)Nc1ccc(C(=O)NCCC(c2ccccc2)c2ccccc2)cc1	1.0%	4%	-0.3%	31%	-21%	5%	-10%	-5%	-7%
COc1ccc(CCc2nnc(N)s2)cc1OC	0.1%	3%	-1.7%	-1.2%	12%	7%	5%	-2%	8%
C/C(=N\NC(=O)c1ccc(Br)o1)c1cc2c(cc1NC(=O)CCC(=O)O)OCO2	2.6%	10%	0.0%	0.4%	13%	7%	3%	-10%	-7%
COc1cc(C(=S)N2CCOCC2)cc(OC)c1OC(=O)c1cc([N+](=O)[O-])cc([N+](=O)[O-])c1	0.8%	13%	-1.0%	-4.8%	8%	11%	1%	-4%	-6%
Cc1csc(SC(C)C(=O)Nc2ccc(S(=O)(=O)N3CCCC3)cc2)n1 (configuration not stated)	1.0%	1%	1.5%	-0.2%	-5%	4%	8%	-1%	-7%
CC[C@@]12C(=O)N(c3ccc(C)cc3)C(=O)N1[C@H](c1cccc(C)c1)[C@@H]1C(=O)N(Cc3ccccc3)C(=O)[C@@H]12	-0.3%	-3%	6.5%	x	x	2%	x	1%	6%
Cc1cc(C(=O)N2CCN(S(C)(=O)=O)CC2)sc1-c1ccccc1	0.1%	6%	-1.0%	-1.5%	13%	4%	-8%	-6%	14%
COc1ccc(N2CCN(C(=O)CN3C(=O)C4CC=CCC4C3=O)CC2)cc1 (configuration not stated)	2.1%	21%	2.2%	-0.4%	-23%	14%	2%	1%	-8%
COc1ccc(Cl)cc1C(=O)Nc1ccc(NC(=O)C(C)C)cc1	0.5%	2%	0.5%	0.1%	-4%	0%	10%	3%	6%
O=C(Nc1ccccc1N1CCOCC1)c1ccccc1[N+](=O)[O-]	-0.1%	-10%	-0.3%	-1.0%	20%	-12%	1%	12%	-7%	Dengue-2 NS5 capping pilot replicate=2.4
CC1=C(C(N)=O)C(c2cccnc2)n2nc(-c3cccc(Cl)c3)nc2N1 (configuration not stated)	1.1%	8%	0.2%	-1.3%	3%	3%	1%	-2%	-1%
O=C(O)C1C2C=CC(C2)C1C(=O)NC1CCN(Cc2ccccc2)CC1 (configuration not stated)	-1.6%	9%	0.1%	-0.1%	-14%	10%	9%	5%	7%	Dengue-2 NS5 capping pilot replicate=-4.1
CCCSc1nc(C)cc(C)c1S(=O)(=O)c1ccccc1C	7.2%	19%	-0.7%[50 µM]	-2.3%	16%	2%	22%	x	-3%
O=C(/C=C/c1ccccc1)N/C(=C/c1ccccc1)C(=O)Nc1cccc(C(=O)O)c1	-0.6%	3%	-2.0%	12%	3%	-1%	2%	u	-7%
O=C(c1ccc(Cl)cc1)C1CCCN(Cc2ccc(Oc3ncccn3)cc2)C1 (configuration not stated)	1.4%	5%	0.3%	-1.8%	-10%	-4%	5%	-11%	-6%

In the list so far, three contain an aryl thioether with sulfur outside any ring.
SMILES	RSV CPE inhibition	SV40 large T antigen	UTI89 phage lysis	HIV peptide binding	GPR35 arrestin U2OS	Rac1 GTP hydrolysis	GPR55 antagonists	Dengue-2 NS5 capping	Salmonella PhoP GFP	others
CC(Sc1nnc(-c2cccnc2)n1C)C(=O)N1CCOCC1 (configuration not stated)	-1.9%	11%	0.5%[50 µM]	x	x	-6%	x	-1%	6%
Cc1csc(SC(C)C(=O)Nc2ccc(S(=O)(=O)N3CCCC3)cc2)n1 (configuration not stated)	1.0%	1%	1.5%	-0.2%	-5%	4%	8%	-1%	-7%
CCCSc1nc(C)cc(C)c1S(=O)(=O)c1ccccc1C	7.2%	19%	-0.7%[50 µM]	-2.3%	16%	2%	22%	x	-3%

Back to the main list with the 4 entries that preceded the break.
SMILES	RSV CPE inhibition	SV40 large T antigen	UTI89 phage lysis	HIV peptide binding	GPR35 arrestin U2OS	Rac1 GTP hydrolysis	GPR55 antagonists	Dengue-2 NS5 capping	Salmonella PhoP GFP	others
O=C(O)C1C2C=CC(C2)C1C(=O)NC1CCN(Cc2ccccc2)CC1 (configuration not stated)	-1.6%	9%	0.1%	-0.1%	-14%	10%	9%	5%	7%	Dengue-2 NS5 capping pilot replicate=-4.1
CCCSc1nc(C)cc(C)c1S(=O)(=O)c1ccccc1C	7.2%	19%	-0.7%[50 µM]	-2.3%	16%	2%	22%	x	-3%
O=C(/C=C/c1ccccc1)N/C(=C/c1ccccc1)C(=O)Nc1cccc(C(=O)O)c1	-0.6%	3%	-2.0%	12%	3%	-1%	2%	u	-7%
O=C(c1ccc(Cl)cc1)C1CCCN(Cc2ccc(Oc3ncccn3)cc2)C1 (configuration not stated)	1.4%	5%	0.3%	-1.8%	-10%	-4%	5%	-11%	-6%
CCN1CCN(Cc2c(C)[nH]c3ccc(OC)cc3c2=O)CC1	1.9%	6%	-0.4%	0.6%	3%	14%	59%	-2%	-4%
CC(/C=N/NC(=O)c1cccc([N+](=O)[O-])c1)=C\c1ccccc1	1.4%	8%	-1.1%	-1.5%	25%	7%	-7%	-2%	6%
COc1ccc(-n2nnnc2SCC(=O)Nc2ccccc2N2CCOCC2)cc1OC	0.7%	-9%	-0.3%	-1.4%	6%	8%	-7%	2%	4%
COc1ccc(N2C(=O)CC(SCC(=O)O)C2=O)cc1 (configuration not stated)	2.4%	10%	1.4%	3.5%	-12%	4%	-3%	3%	2%	Dengue-2 NS5 capping pilot replicate=0.6
O=c1cc(-c2ccccc2Cl)oc2c(NS(=O)(=O)c3cccc4nsnc34)ccc(O)c12	3.8%	7%	-0.5%	4.2%	-24%	5%	4%	6%	-5%
CC1S/C(=N/N=C2CCC(C(C)(C)C)CC2)NC1=O (configuration not stated)	2.4%	-3%	1.9%[50 µM]	-2.5%	10%	7%	-1%	-5%	-9%
O=C(O)c1c(-n2cccc2)sc2c1CCCC2	-1.8%	2%	2.1%	0.7%	1%	3%	19%	-3%	3%
CCOc1ccc(NC(=O)CCCn2c(=S)[nH]c3ccsc3c2=O)cc1	-0.8%	24%	0.2%	1.2%	3%	-6%	5%	-2%	-4%
CC(=O)NC(Cc1ccc(F)cc1)C(=O)O (configuration not stated)	1.2%	3%	0.3%	-0.9%	6%	5%	6%	-11%	-5%
COc1ccc(OCC(=O)Nc2c3c(nn2C(C)(C)C)CS(=O)(=O)C3)cc1	2.4%	14%	0.0%[50 µM]	0.3%	3%	7%	3%	1%	-3%
CC(C)N1CCc2c(sc(NC(=O)CCc3ccccc3)c2C(N)=O)C1	-1.7%	9%	0.2%	1.7%	-4%	9%	-13%	-2%	2%
CC12CC(NC(=O)N1c1cccc(C(=O)N3CCN(c4ccccn4)CC3)c1)c1ccccc1O2 (configuration not stated)	1.5%	18%	2.4%	-0.2%	-8%	6%	1%	-2%	-7%
CC(=O)Nc1ccc(OCCOc2ccc(/C=C3\C(=N)N4N=C(C(C)C)SC4=NC3=O)cc2)cc1	2.1%	16%	0.2%	27%	-13%	1%	-8%	3%	x
CC(C)(C)Cn1c(=O)[nH]c(=O)c2cc([N+](=O)[O-])cnc21	1.0%	7%	1.3%[50 µM]	4.4%	-3%	6%	-9%	-8%	1%
O=C(OCC(=O)c1ccc[nH]1)c1ccc(Cl)nc1	-1.1%	18%	3.0%[50 µM]	x	x	5%	x	1%	-7%
Cc1[nH]c2ccccc2c1C(=O)/C=C\c1ccccc1Cl	u	-1%	-1.1%[50 µM]	-1.5%	5%	3%	1%	-4%	1%
CN1CCN(C(=O)/C(=C/c2cn(S(=O)(=O)N(C)C)c3ccccc23)NC(=O)c2ccccc2F)CC1	1.3%	8%	0.1%	-0.8%	-8%	11%	0%	-6%	-2%
O=C(O)c1cc(N/N=C/c2ccc(N3CCOCC3)cc2)ccc1Cl	-0.7%	22%	0.4%	5.5%	-2%	-1%	11%	13%	x
Cc1cc(C)n(Cc2cccc(F)c2)c(=O)c1C#N	-1.8%	-2%	-0.4%	1.4%	6%	9%	14%	3%	-3%
